Source: PubChem BioAssay (several laboratories)
HSF-1 act: increases HSF-1 driven luciferase reporter signal; NIH3T3-HGL HSF-1 luciferase reporter, MG132, 8 h; 100% = twice DMSO control signal; activation, % at 9 µM; 1.7% of 300,000 active; AID 504408;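 active = mean replicate activation of at least 50% with a set share of replicates each reaching 50%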;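 note: 0% = median of the neutral control wells and 100% = twice that signal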
HIF activator: HIF pathway transcriptional activation; U2OS HRE-luciferase reporter, luminescence; normalized: DMSO 0%, desferrioxamine 100%; activation, % at 7.5 µM (by protocol); 0.32% of 300,000 active;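 active = mean activation of at least 10% of the iron chelator positive control signal, with at least half of replicates also reaching 10%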
HSF1 inh: HSF1 inhibition | NIH3T3-HGL HSE-luciferase, MG132-induced, luminescence 8 h; active compounds read low | activity change, negative = inhibition, % at 7.5 µM (by protocol) | 0.77% of 300,000 active | AID 2098;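 active = more than half of replicate wells show activity change below -50%, luminescence cut by over half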;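 note: luciferase reports HSF-1 transcriptional activity via heat shock element; 0% = median of DMSO wells and -100% = zero luminescence signal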
GSK3 alpha inh: blocks human GSK-3 alpha kinase | ADP-Glo luminescence, 60 min | 0.1% of 320,000 active | inhibition, % at 10 µM | P49840;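 in the data active = inhibition above about 50%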;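 note: GST-tagged GSK-3 alpha with peptide substrate and 25 µM ATP; 0% = DMSO neutral wells and 100% = GW8510 positive control wells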
Target sequence (P49840 whole entry, looked up): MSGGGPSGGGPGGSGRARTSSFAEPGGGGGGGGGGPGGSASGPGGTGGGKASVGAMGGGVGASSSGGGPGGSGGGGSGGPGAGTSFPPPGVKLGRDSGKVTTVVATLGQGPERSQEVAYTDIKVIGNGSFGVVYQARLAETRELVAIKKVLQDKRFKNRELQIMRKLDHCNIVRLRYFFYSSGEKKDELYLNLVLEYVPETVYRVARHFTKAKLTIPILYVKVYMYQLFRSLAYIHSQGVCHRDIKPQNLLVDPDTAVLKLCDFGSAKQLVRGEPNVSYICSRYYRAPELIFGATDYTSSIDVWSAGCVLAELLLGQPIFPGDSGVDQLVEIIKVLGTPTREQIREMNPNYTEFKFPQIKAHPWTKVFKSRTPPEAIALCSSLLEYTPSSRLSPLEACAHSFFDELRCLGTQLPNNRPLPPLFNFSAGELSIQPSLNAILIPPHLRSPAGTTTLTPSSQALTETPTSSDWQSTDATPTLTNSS
IEC-6 cytotox: IEC-6 cytotoxicity, counter-screen for KLF5 inhibitors | luminescence viability | inhibition, % at 5 µM | 0.78% of 290,000 active; in the data active = inhibition above about 22%;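 note: 0% = plate median of test compound wells and 100% = cytotoxic reference compound wells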
aSyn UTR inh: MLPCN primary screen, SNCA 5' untranslated region. 0.82% of 300,000 active. AID 1813. alpha-synuclein 5'UTR reporter, inhibitor activity. inhibition, % (tested at 7.5 µM); in the data active = inhibition above about 60%;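 note: H4 neuroglioblastoma cells stably carrying SNCA 5'UTR luciferase fusion; 0% = DMSO wells and 100% = positive control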
AI-2 QS mod: modulates the Vibrio harveyi AI-2 quorum sensing system | activity change, % at 7.5 µM | Vibrio harveyi JMH597 AI-2 luminescence/OD600 ratio, 9 h; active compounds read low; strain lacks LuxN and CqsS sensors; 0 = neutral-control median | AID 2094 | 0.4% of 300,000 active; in the data active = activity change below about -75%, passing the limit was not always enough;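 note: luminescence divided by OD600 gain over 9 h not by final OD600 alone; inactives centre near 13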
KLF5 inhibitor: suppresses KLF5 promoter-driven expression; DLD-1 KLF5 promoter-luciferase reporter, luminescence; inhibition, % at 5 µM; 0.23% of 290,000 active; AID 1700;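 active = inhibition above a per-plate limit of that plate's mean compound inhibition plus 3 SD, cut at about 60% in these data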;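 note: 0% = DMSO wells and 100% = LY294002 at 200 µM; higher means less KLF5 promoter-driven luciferase light; inactives centre near -14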
HSP90 inh: HSP90 refolding inhibition in rabbit reticulocyte lysate; 0.91% of 290,000 active; luciferase refolding luminescence, 3 h; inhibition, % at 5.6 µM;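 active = inhibition above the screen-wide mean plus 3 SD, computed separately per campaign, cut at about 16% in these data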;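 note: 0% = DMSO wells and 100% = 60 µM geldanamycin wells; inhibitors lower the luminescence because luciferase stays unfolded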
GSK3beta inhib: inhibitors of human GSK3beta kinase | P49841 | 0.038% of 300,000 active | activity score (negative = inhibition), % at 10 µM | GST-GSK3beta kinase, ADP-Glo luminescence, 60 min; active compounds read low;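 active = more than half of replicate wells score below -50%, meaning over 50% inhibition versus plate controls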;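 note: 0% = median DMSO wells and -100% = median GW8510 positive control wells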
Target sequence (P49841 whole entry, looked up): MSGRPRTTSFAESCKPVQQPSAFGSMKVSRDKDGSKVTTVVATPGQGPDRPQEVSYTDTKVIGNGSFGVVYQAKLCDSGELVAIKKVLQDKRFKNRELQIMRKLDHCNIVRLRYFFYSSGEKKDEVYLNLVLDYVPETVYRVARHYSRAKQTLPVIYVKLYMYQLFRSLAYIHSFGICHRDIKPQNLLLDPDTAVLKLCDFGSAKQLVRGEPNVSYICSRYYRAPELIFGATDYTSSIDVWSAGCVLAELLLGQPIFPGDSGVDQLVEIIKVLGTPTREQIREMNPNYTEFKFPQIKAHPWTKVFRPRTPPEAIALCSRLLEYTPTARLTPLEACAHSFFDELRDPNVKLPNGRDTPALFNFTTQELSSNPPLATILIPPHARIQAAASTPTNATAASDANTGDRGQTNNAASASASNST
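Assay system: GST-fused GSK3beta enzyme, cell-free / Medium: Tris pH 7.5 buffer with MgCl2, DTT, BSA, heparin / Also added: peptide substrate plus 25 µM ATP (final) / Compound: 10 µM single point / Timing: kinase reaction with compound 60 min at room temperature / Detection: ADP-Glo luminescence / Benchmarks: DMSO neutral wells and GW8510 at 20 µM as positive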
Starred values were filed as active, the others as inactive; x = no result given; & = joins results of further samples.

mol | HSP90 inh | HSF-1 act | GSK3 alpha inh | GSK3beta inhib | HSF1 inh | IEC-6 cytotox | aSyn UTR inh | AI-2 QS mod | KLF5 inhibitor | HIF activator
CCn1c(SCC(=O)NCc2ccc3c(c2)OCO3)nnc1-c1cccs1 | 1 | 6 | 0 | -3 | -3 | -4 | 18 | 21 | -12 | 0.0
CCCCCCNCCn1cnc2c(N)ncnc21 | -2 | -1 | -2 | 1 | -4 | -7 | 6 | 19 | -31 | -0.1
O=C(CSc1nnc(-c2ccccc2O)o1)N1CCOCC1 | 0 | 22 | x | 4 | 25 | 1 | -69 | 17 | -89 | 6.8
CCC1(C)Cc2c(C#N)c(N)n(-c3ccccc3)c(=S)c2CO1 (stereo unspecified) | -1 | 3 | 1 | 1 | -7 | -1 | 6 | 14 | -7 | -0.6
COc1ccccc1CNC(=O)C(C)NS(=O)(=O)c1ccccc1 (stereo unspecified) | 1 | 0 | -1 | 3 | -2 | -2 | -7 | 20 | -9 | -0.1
Cc1nn(C)cc1/C=C/C(=O)c1cccs1 | -4 | -2 | 1 | 0 | 0 | 1 | -59 | 19 | -177 | 5.9
Cc1cc(=O)oc2cc(OCC(=O)NCCCN3CCOCC3)ccc12 | 10 | 7 | -3 | -5 | -1 | 7 | -2 | 10 | -7 | -0.6
COc1cccc(C(=O)NCCN2CCOCC2)c1 | -1 | -3 | -1 | 2 | -4 | -5 | 7 | 19 | 0 | 0.4
O=C(Nc1ccc(Br)cc1)c1csc(-c2ccncc2)n1 | -2 | 14 | -1 | 1 | 11 | 3 | -58 | 14 | -2 | 0.9
O=c1oc2c(CN3CCOCC3)c(O)c(Cl)cc2c2c1CCCC2 | 5 | -5 | -4 | 0 | -4 | -2 | -4 | 12 | 3 | -0.2
CCOc1cc(C2NN=C(c3ccccc3)S2)ccc1OCc1ccccc1Cl (stereo unspecified) | -5 | 53* | x | 0 | 38 | -8 | -132 | 4 | -129 | 4.3
CCCC(=O)Nc1ccc2c(c1)nc(CN1CCN(C(C)=O)CC1)n2C | 2 | 3 | x | 0 | -1 | 3 | -26 | 20 | -16 | -0.2
COCCn1nnnc1CN1CCC(C)CC1 | -2 | -17 | -5 | -4 | -9 | 0 | 1 | 7 | -13 | -0.2
CCOc1ccc(S(=O)(=O)N2CCN(c3ccccc3)CC2)c2cccnc12 | 1 | 1 | 0 | -1 | 10 | 3 | 4 | 4 | -22 | -4.8
O=C(NC1CC1)c1cccc(Oc2ccccc2)c1 | -5 | 13 | -1 | 1 | 0 | -8 | -15 | 9 | -31 | -1.4
CCN(CC)c1ccc(-c2n[nH]c(=S)n2-c2ccccc2C)cc1 | 4 | 17 | 0 | -1 | 1 | -1 | 5 | 8 | 4 | 0.0
O=c1cc(COn2nnc3ccc(C(F)(F)F)cc32)nc2sccn12 | 0 | -20 | -2 | -1 | -4 | -1 | 1 | 13 | -6 | -1.7
COc1ccc(C)cc1NC(=O)CNCc1cccs1 | 10 | -6 | -1 | 1 | -1 | 2 | -5 | -8 | 1 | 0.0
CS(=O)(=O)N1CCC(C(=O)NCc2ccc(F)cc2)CC1 | -2 | -4 | -1 | 3 | -7 | -2 | 13 | 12 | -21 | -0.1
CC(OC(=O)c1ccccc1N1C(=O)C2C3CCC(C3)C2C1=O)C(=O)c1ccccc1 (stereo unspecified) | 0 | 7 | 1 | 3 | -8 | 11 | 11 | 0 | 5 | -0.4
COCC(=O)Nc1cc([N+](=O)[O-])ccc1C | -3 | 4 | -1 | 2 | 1 | -12 | -9 | 25 | 27 | -0.1
Cc1ccc(C)c(N2CCN(C(=O)CCC(=O)N3CCOc4ccc(Cl)cc43)CC2)c1 | 0 | 20 | -1 | 1 | 2 | 7 | 24 | 41 | -3 | -0.1
c1ccc2c(c1)CCCN2c1nc2ccccc2n2cnnc12 | 1 | 16 | 1 | 0 | 4 | 9 | -14 | 16 | -5 | 1.6
CC1CCC(NC(=O)C2CC(=O)N(c3ccc4c(c3)OCCO4)C2)CC1 (stereo unspecified) | -4 | 5 | -4 | -2 | 1 | 0 | 6 | 16 | 0 | 0.2
O=C(NNc1nc2cc3c(cc2s1)OCCO3)c1ccccc1 | -5 | 34 | -2 | 4 | 15 | 2 | -141 | -93* | -44 | 3.5
Nc1nonc1-n1nnc(C(=O)N/N=C/c2cccs2)c1-c1ccc2c(c1)OCO2 | 3 | 16 | 14 | 2 | -3 | 2 | 16 | 4 | -17 | 0.6
COc1ccc(CCN2CC(C(=O)OCC(=O)Nc3c(C)nn(-c4ccccc4)c3C)CC2=O)cc1OC (stereo unspecified) | x | 3 | -1 | 0 | -4 | x | 3 | 11 | x | -0.7
COc1ccc(CNC(=O)c2ccc(SC)cc2OC)cc1 | -1 | x | x | 1 | x | 1 | 7 | 28 | 3 | x
CCC(C)N1CCCC1C(=O)Nc1c(C)cc(C)cc1C (stereo unspecified) | -2 | -5 | 1 | 7 | 3 | -4 | 16 | 15 | -34 | 0.0
O=C(O)CC(NC(=O)C1c2ccccc2Oc2ccccc21)c1ccc(Cl)cc1 (stereo unspecified) | 1 | 12 | -2 | -2 | 0 | -8 | 17 | 13 | -11 | -0.1
O=[N+]([O-])c1cccnc1Sc1n[nH]c(-c2ccc(Cl)cc2)n1 | 1 | 40 | -2 | 0 | 16 | -5 | -50 | 2 | -96 | 0.6
C=Cc1c(C)c2cc3[nH]c(cc4nc(cc5nc(cc1[nH]2)C(C)=C5CCC(=O)O)C(CCC(=O)O)=C4C)c(C)c3C=C | x | 0 | 1&0 | 1 | 0 | x | 35 | 41 | x | -0.5
COc1ccc(C(c2nnnn2C(C)(C)C)N2CCN(C(=O)c3ccco3)CC2)cc1 (stereo unspecified) | -2 | -7 | 3 | 0 | 1 | 6 | 6 | 0 | -11 | -18
O=S(=O)(c1ccc(Cl)c(C(F)(F)F)c1)N1CCN(c2ccccn2)CC1 | 3 | 12 | 0 | 1 | 3 | -1 | 6 | 19 | -18 | -0.8
O=C(NCc1nc2ccccc2[nH]1)C1=C[C@@H](C2CC2)C[C@@H](OCc2ccc(CO)cc2)O1 | 1 | -1 | x | -1 | 3 | 5 | -5 | 15 | -25 | -1.2
CC(C)CN1C(=O)NC2(CCCc3ccccc32)C1=O (stereo unspecified) | -5 | 13 | -2 | 0 | 6 | -5 | -4 | 45 | -23 | -0.8
COc1cc2c3nnc(-c4ccc(F)cc4)c-3cn(Cc3ccccc3)c2cc1OC | 0 | -3 | -1 | 2 | -4 | -5 | 2 | 69 | -19 | -1.4
CC(=O)c1ccc(-n2c(CCC(=O)O)ccc2-c2cccs2)cc1 | 4 | -4 | -2 | 5 | -9 | 5 | -99 | 14 | -22 | 2.2
CC(C)Nc1ncnc2ccc(Br)cc12 | 4 | -33 | 14 | -5 | -36 | 7 | 5 | 32 | -1 | 1.4
Cn1c(CN2CCOCC2)nnc1SCC(=O)Nc1ccc2c(c1)OCCO2 | 1 | -13 | 3 | -1 | -7 | 0 | 1 | 3 | -12 | -0.2
COc1ccc(Cl)cc1NC(=O)[C@@H]1CCCN1C(=O)c1cccs1 | -6 | 13 | -1 | -2 | -2 | -3 | 27 | 6 | 4 | -0.2
CCOC(=O)CSc1nnc(Cc2ccccc2)n1-c1ccc(C)cc1 | -1 | 7 | -5 | -1 | -4 | -6 | -9 | 18 | -31 | 0.4
CCCCCN(C(=O)CN1CCC(Cc2ccccc2)CC1)c1c(N)n(CCCC)c(=O)[nH]c1=O | -2 | -6 | -2 | 2 | -4 | -5 | 27 | 18 | -26 | -0.3
O=C(CSc1ccc2nnc(-c3cccc(F)c3)n2n1)NCc1ccco1 | 2 | 0 | 5 | -3 | -1 | 5 | -4 | 25 | -11 | -0.3
CCOC(=O)N1CCN(S(=O)(=O)c2ccc(C)c(C)c2C)CC1 | -3 | x | -1 | x | x | -4 | x | x | 13 | x
CSC(=O)NC12CC3CC(CC(C)(C3)C1)C2 | 2 | -12 | -2 | 2 | -8 | 6 | -17 | 12 | -27 | -0.3
CC1(C)CC(C)(O)P(=O)(c2ccccc2)O1 (stereo unspecified) | 2 | x | 1 | x | x | -6 | x | x | -15 | x
C/C(=N\O)C1CC(CC(=O)O)C1(C)C (stereo unspecified) | 0 | 0 | -3 | -2 | -7 | -1 | 16 | -13 | -13 | -1.6

At a glance, part of the list above.
mol | HSP90 inh | HSF-1 act | GSK3 alpha inh | GSK3beta inhib | HSF1 inh | IEC-6 cytotox | aSyn UTR inh | AI-2 QS mod | KLF5 inhibitor | HIF activator
CC(=O)c1ccc(-n2c(CCC(=O)O)ccc2-c2cccs2)cc1 | 4 | -4 | -2 | 5 | -9 | 5 | -99 | 14 | -22 | 2.2
CC(C)Nc1ncnc2ccc(Br)cc12 | 4 | -33 | 14 | -5 | -36 | 7 | 5 | 32 | -1 | 1.4
Cn1c(CN2CCOCC2)nnc1SCC(=O)Nc1ccc2c(c1)OCCO2 | 1 | -13 | 3 | -1 | -7 | 0 | 1 | 3 | -12 | -0.2
COc1ccc(Cl)cc1NC(=O)[C@@H]1CCCN1C(=O)c1cccs1 | -6 | 13 | -1 | -2 | -2 | -3 | 27 | 6 | 4 | -0.2
CCOC(=O)CSc1nnc(Cc2ccccc2)n1-c1ccc(C)cc1 | -1 | 7 | -5 | -1 | -4 | -6 | -9 | 18 | -31 | 0.4
CCCCCN(C(=O)CN1CCC(Cc2ccccc2)CC1)c1c(N)n(CCCC)c(=O)[nH]c1=O | -2 | -6 | -2 | 2 | -4 | -5 | 27 | 18 | -26 | -0.3
O=C(CSc1ccc2nnc(-c3cccc(F)c3)n2n1)NCc1ccco1 | 2 | 0 | 5 | -3 | -1 | 5 | -4 | 25 | -11 | -0.3
CCOC(=O)N1CCN(S(=O)(=O)c2ccc(C)c(C)c2C)CC1 | -3 | x | -1 | x | x | -4 | x | x | 13 | x

(listing goes on)
mol | HSP90 inh | HSF-1 act | GSK3 alpha inh | GSK3beta inhib | HSF1 inh | IEC-6 cytotox | aSyn UTR inh | AI-2 QS mod | KLF5 inhibitor | HIF activator
Cc1ccc(Nc2ccccc2)cc1 | 4 | -5 | 3 | -3 | -2 | 2 | -15 | 15 | -17 | -1.8
CCN(CC)CCCN(Cc1cc2cc3c(cc2[nH]c1=O)OCO3)C(=S)NCCCOC | 2 | 4 | -2 | -3 | -9 | -1 | -3 | -12 | -21 | 2.7
Cn1c(=O)cc(SCC(=O)NCC2COc3ccccc3O2)c2ccccc21 (stereo unspecified) | 2 | 27 | -2 | 1 | 7 | 0 | 13 | 24 | 5 | 0.0
COc1ccc(CN2CCC(n3nccc3NC(=O)C3CC3)CC2)cc1O | 0 | -1 | -4 | -2 | -15 | 6 | -1 | 5 | -14 | 0.1
